# Screening data from PubChem.
# PI5P4K alpha inh: PI5P4K alpha (human) kinase inhibition | P48426 | PI5P4Kalpha enzyme, ADP-Glo luminescence, 60 min; hits give low values | max response, % | 330,000 compounds, 1.2% hits | AID 652105; active = max response of -50% or lower; inconclusive = between -30% and -50%; inactive = -30% or higher; also: value at the top dose of about 77 µM; % is scaled to controls: 0 for no effect and ±100 for the full control effect
# Target sequence (P48426 whole entry, looked up): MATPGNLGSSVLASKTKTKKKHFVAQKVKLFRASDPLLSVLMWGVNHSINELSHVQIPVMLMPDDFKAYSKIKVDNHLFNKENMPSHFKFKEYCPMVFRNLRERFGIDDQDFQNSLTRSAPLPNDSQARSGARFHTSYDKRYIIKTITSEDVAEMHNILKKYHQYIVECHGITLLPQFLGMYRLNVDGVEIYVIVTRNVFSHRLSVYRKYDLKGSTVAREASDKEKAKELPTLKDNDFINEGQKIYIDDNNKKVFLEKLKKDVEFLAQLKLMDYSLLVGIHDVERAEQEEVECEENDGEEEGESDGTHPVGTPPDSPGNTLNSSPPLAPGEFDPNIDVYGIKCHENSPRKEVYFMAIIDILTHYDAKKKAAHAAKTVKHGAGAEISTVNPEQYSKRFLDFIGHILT
#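 Compounds were pin-transferred onto PI5P4Kalpha and substrate in HEPES pH 7.4 buffer with EGTA, CHAPS and 5% DMSO. ATP (5 microM final) started the reaction, which ran 60 minutes at room temperature before ADP-Glo detection.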
# GLP-1R inv ag: acts as inverse agonist at human GLP-1 receptor; HEK293 GLP-1R CRE-luciferase, luminescence, 24 h; GLP-1R form is constitutively active; Potency, µM (top dose mostly 38.3 µM), without a hit: top-dose activity change, negative = inhibition, hits mostly inhibitors; 410,000 compounds, 1.6% hits; AID 624417; also: potency is read from the fitted curve at half-maximal effect; % is scaled to controls: 0 for no effect and ±100 for the full control effect; nearly all actives have a fitted effect of over 55% in size
# Target sequence (P43220 whole entry, looked up): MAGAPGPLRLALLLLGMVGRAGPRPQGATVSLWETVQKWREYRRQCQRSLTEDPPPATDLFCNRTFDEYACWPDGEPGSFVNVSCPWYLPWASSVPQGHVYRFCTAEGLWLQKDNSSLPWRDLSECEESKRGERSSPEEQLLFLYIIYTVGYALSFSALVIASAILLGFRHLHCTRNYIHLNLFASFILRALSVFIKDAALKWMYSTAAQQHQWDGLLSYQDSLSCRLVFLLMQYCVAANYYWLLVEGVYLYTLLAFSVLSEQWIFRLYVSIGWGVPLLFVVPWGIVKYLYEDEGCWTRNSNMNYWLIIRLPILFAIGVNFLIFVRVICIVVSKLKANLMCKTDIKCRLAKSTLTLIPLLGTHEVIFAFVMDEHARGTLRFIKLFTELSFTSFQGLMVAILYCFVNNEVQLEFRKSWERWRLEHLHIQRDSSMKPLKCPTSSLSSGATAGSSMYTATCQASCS
#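 Constitutively active GLP-1R drives a cAMP-responsive luciferase in stably transfected HEK293 cells; test compounds are added after overnight (12 h) attachment and left 24 hr, and signal loss in luminescence marks inhibition.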
# PLK1 PBD inh: PLK1 (human) polo-box domain binding inhibition. P53350. Potency, µM, inactives show max response, negative = inhibition, hits mostly inhibitors. Plk1 PBD binding of FITC phosphopeptide, fluorescence polarization. AID 720504. 360,000 compounds, 2.8% hits; also: potency is read from the fitted curve at half-maximal effect; series mostly up to about 57 µM; % is scaled to controls: 0 for no effect and ±100 for the full control effect; nearly all actives have a fitted effect of over 65% in size
# D3 ag: agonists of human D3 dopamine receptor; 410,000 compounds, 0.58% hits; max activation, %; P35462; D3R DiscoveRx beta-arrestin cells, luminescence, 90 min; in the data active = max activation above about 30%; also: 0% is about no effect; mostly tested at two doses, the higher about 12 µM
#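 Agonist mode: compounds and dopamine controls were applied to plated cells for 90 min at 37 degrees C after an overnight attachment at 1500 cells/well. Luminescent read-out followed 30 - 60 minutes at room temperature with DiscoveRx detection reagent.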
# GLP1R cytotox: cytotoxic in the GLP-1 receptor inverse agonist counter-screen; HEK293 cAMP-luciferase reporter cells, luminescence, 24 h; Potency, µM (top dose mostly 38.3 µM), inactives show at the highest dose activity change, negative = inhibition, actives largely listed as inhibitors; 410,000 compounds, 0.13% hits; AID 624418;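 also: loss of luciferase light is scored as toxicity; potency is read from the fitted curve at half-maximal effect; % is scaled to controls: 0 for no effect and ±100 for the full control effect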
#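 Step one: seed cells (200 cells/uL, DMEM with 10% Nu serum, 1% pen-strep). Step two: 12-hour incubation at 37 deg C. Step three: pin 23 nL compound, incubate 24 hr. Step four: add luciferase reagent, read luminescence 12 min later.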
# D3 antag: antagonists of human D3 dopamine receptor; AID 652054; D3R cells, DiscoveRx beta-arrestin luminescence, antagonist mode; hits give low values; 360,000 compounds, 2.5% hits; P35462; max response, negative = inhibition, %; in the data active = max response below about -50%; inconclusive = no clear call, values can overlap the other calls; also: % is scaled to controls: 0 for no effect and ±100 for the full control effect; mostly tested at two doses, the higher about 12 µM
#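 Cells expressing the human receptor were seeded at 1500 cells/well, incubated overnight at 37 degrees C in 5% CO2, then exposed to library compounds with dopamine controls for 90 minutes at 37 degrees C before luminescent detection.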
# IL2 activator: activates IL-2 in a cell-based reporter assay; IL-2 activation reporter assay, cell-based qHTS; stimulated with anti-CD3/CD4/CD28 beads; in transgenic mouse T cells; activation, % (series mostly up to about 46 µM); 360,000 compounds, 0.065% hits; in the data active = activation above about 50%; inconclusive = mostly about 30% to 49%; also: 0% is about no effect
#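 Unstimulated transgenic mouse T cells preincubated 60 min with compound, then stimulated with anti-CD3/anti-CD4-coated beads plus anti-CD28 for 18 h at 37 degrees C. IL-2 response read as EGFP and DsRed fluorescence by plate cytometry.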
# GLP-1R agonist: GLP-1 receptor (human) agonism; P43220; HEK293 GLP-1R CRE-luciferase, luminescence, 4-6 h; cells express a hypersensitive GLP-1R form; Potency, µM (highest dose often 45.6 µM), inactives show at the highest dose activation, hits mostly activators; 380,000 compounds, 0.007% hits; also: potency is read from the fitted curve at half-maximal effect; % of control where 0% means no effect
# WRN helicase inh: WRN helicase (human) inhibition; 360,000 compounds, 0.46% hits; Q14191; Potency, µM (doses to about 114 µM), for inactives: top-dose activity change, negative = inhibition, actives largely listed as inhibitors; WRN helicase unwinding, fluorescent forked duplex, kinetic; AID 651768; also: potency is read from the fitted curve at half-maximal effect; % is scaled to controls: 0 for no effect and ±100 for the full control effect; nearly all actives have a fitted effect of over 55% in size
#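 Kinetic red-fluorescence monitoring (525/598 nm) tracks WRN helicase activity after 100 nM fluorophore-quencher forked duplex and 2 mM ATP are added to 20 nM enzyme pretreated 15 min at room temperature with compound.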
# Numbers without * were called inactive; u = inconclusive; x = no result given. Unless noted, calls follow the shape of the dose curve; as a rule, active = well fitted curve in the direction sought with a large enough effect; inconclusive = small, poorly fitted or top-dose-only effect, or another doubt; inactive = no such curve, though single readings can be large; an effect the other way counts as inactive or inconclusive.
SMILES,PI5P4K alpha inh,GLP-1R inv ag,PLK1 PBD inh,D3 ag,GLP1R cytotox,D3 antag,IL2 activator,GLP-1R agonist,WRN helicase inh
CCc1ccc(NC(=O)c2ccc(NC3=NC4CS(=O)(=O)CC4S3)cc2)cc1 (configuration not stated),-3,-28%,-3%,0,-8%,8,0.1,12%,-4%
CC1CCC(C(C)C)C(=O)/C1=C\c1ccc(NC(=O)CCC(=O)O)cc1 (configuration not stated),-23,2%,-10%,17,-1%,3,0.1,0%,1%
COC(=O)[C@]12CCCCC=C1N(Cc1ccco1)C(=O)[C@H](CC(=O)NCc1ccc(C)o1)C2,-28,5%,-10%,-6,4%,-16,-0.4,-5%,-18%
COc1ccc(CC(=O)OCc2cc3ccccc3[nH]c2=O)cc1,u,8%,-3%,1,-12%,0,0.9,14%,-3%
CC(C)(C)NS(=O)(=O)c1ccc(NC(=O)NC2CCCCC2)cc1,x,-4%,-10%,-18,-2%,-5,0.3,14%,-5%
CCOC(=O)C1=C(C)NC(C)=C(C(=O)OCC)C1C(=O)OCC(=O)NCc1ccco1,0,-34%,-2%,-6,-5%,40,-0.6,10%,1%
O=C(NN1C(=O)c2ccccc2NC1c1ccco1)c1ccc([N+](=O)[O-])cc1 (configuration not stated),-2,-8%,3%,3,-37%,29,-1.9,-3%,-1%
CCOC(=O)c1ccc(N2C(=O)CC(C(=O)OC)=C2C)cc1,-6,-10%,u,-2,-15%,-6,-1.3,2%,2%
O=C(CNS(=O)(=O)c1ccc(C(=O)N2CCOCC2)cc1)N1CCOCC1,1,0%,1%,2,1%,-22,0.8,5%,6%
O=C(CN1C(=O)S/C(=C\c2ccc(O)cc2)C1=O)c1ccccc1,u,u,6%,-3,-27%,-19,9.7,6%,-5%
CC(=O)Nc1ccc(NC(=O)c2cc(-c3ccc(F)cc3C)n[nH]2)cc1,-4,2%,-12%,-7,-15%,u,0.9,13%,-17%
CC(=O)c1ccc[n+](CC(=O)NC(C)c2ccccc2)c1 (configuration not stated),1,21%,-23%,4,2%,1,-0.1,6%,4%
O=c1c2[nH]c3ccccc3c2ncn1Cc1ccco1,-6,7%,1%,3,-6%,3,-0.3,-6%,-3%
COc1ccc(C2CC(c3ccc([N+](=O)[O-])cc3)=NN2C(C)=O)cc1 (configuration not stated),0,20%,-8%,2,6%,2,-0.7,16%,0%
COc1ccc(CNc2ccc([N+](=O)[O-])cc2C)cc1,2,-27%,-8%,-8,-14%,-17,-0.7,7%,4%
S=c1[nH]nc(C2CCCCC2)n1/N=C/c1ccccn1,-6,16%,u,6,2%,6,0.0,-1%,-9%
COC(=O)c1sccc1NC(=S)Nc1ccc(C)cc1,-4,16%,-9%,21,-8%,14,-1.1,1%,-6%
O=C1CC(Cc2ccccc2)C(=O)N1c1ccc(Cl)cn1 (configuration not stated),3,0%,2%,4,-22%,-12,-1.7,-6%,3%
COc1ccc(NC(=O)CCC(=O)c2cccs2)c(OC)c1,-21,-13%,3%,-8,-12%,9,-1.2,4%,-9%
Cc1cc(C)c(S(=O)(=O)N2CCOC2CNC(=O)C(=O)NCCCN2CCCC2=O)c(C)c1 (configuration not stated),6,20%,0%,0,3%,19,-0.2,5%,2%
Cc1ccc(C)c(Nc2nc3nonc3nc2N2CCOCC2)c1,-6,0%,-1%,2,-13%,24,0.5,-12%,7%
COc1ccc(-c2cn(CC3CCCCC3)nn2)cc1,0,6%,-3%,-7,-19%,4,-0.5,2%,0%
Cc1cccc(C)c1NC(=O)CN1CCN(C(=O)CN2C(=O)NC3(CCCCC3C)C2=O)CC1 (configuration not stated),-1,0%,-8%,-11,12%,6,-0.8,1%,-11%
Cc1onc(C(=O)N2CCN(C(c3ccccc3)c3ccccc3)CC2)c1[N+](=O)[O-],-28,u,2%,3,-5%,8,-3.3,-5%,-9%
CCC(NS(=O)(=O)c1ccc(C)cc1)C(=O)N1CCOCCOCCOCCOCC1 (configuration not stated),-5,10%,1%,7,11%,8,1.8,1%,10%
CC(CCc1ccccc1)N1CCN(Cc2ccccc2)CC1 (configuration not stated),4,-13%,1%,-12,-5%,-87*,-0.3,-2%,-24%
c1ccc(-c2nnc(N3CCOCC3)nc2-c2ccccc2)cc1,x,-25%,-7%,-1,3%,-6,-1.9,4%,-7%
CSCc1cc(N(C)c2ccccc2)nc(-c2ccccc2)n1,-6,u,-4%,-3,5%,-14,-0.2,15%,-5%
CNC(=S)N(CCc1ccc(OC)c(OC)c1)C1CC(=O)N(c2ccccc2)C1=O (configuration not stated),-5,-15%,-1%,13,9%,-10,2.4,14%,3%
Cc1ccc(/C=N\NC(=O)Cn2c(C)nc3ccccc32)o1,1,6%,-21%,1,-7%,19,8.7,-3%,-2%
O=C(c1cc(-c2ccc(F)cc2)no1)N1CCN(Cc2ccc3c(c2)OCO3)CC1,-7,-23%,-4%,-12,-3%,-23,-2.5,1%,3%
CC(=O)c1c(C)[nH]c(C(=O)OCC(=O)Nc2ccc(Cl)c(S(=O)(=O)N(C)C)c2)c1C,2,u,-5%,0,u,11,-1.0,-3%,3%
COCCOC(=O)C1=C(C)N=C2SCCC(=O)N2C1c1ccc(OC(=O)c2ccco2)cc1 (configuration not stated),x,4%,-2%,20,5%,4,-4.0,-4%,11%
CC1CC(NC(=O)c2cnc3n(c2=O)CCS3)CC(C)(C)C1 (configuration not stated),-5,3%,-13%,3,6%,17,-1.6,-4%,2%
Cn1cccc1/C=N/NC(=O)C(O)c1ccccc1 (configuration not stated),5,14%,0%,-2,0%,9,0.4,9%,-3%
Cc1cnc(C(=O)OCC(=O)Nc2cc(S(=O)(=O)N3CCCCC3)ccc2Cl)cn1,-4,-4%,-12%,2,6%,5,0.2,1%,-11%

# Random excerpt: two records from the list.
SMILES,PI5P4K alpha inh,GLP-1R inv ag,PLK1 PBD inh,D3 ag,GLP1R cytotox,D3 antag,IL2 activator,GLP-1R agonist,WRN helicase inh
Cc1cnc(C(=O)OCC(=O)Nc2cc(S(=O)(=O)N3CCCCC3)ccc2Cl)cn1,-4,-4%,-12%,2,6%,5,0.2,1%,-11%
CCC(NS(=O)(=O)c1ccc(C)cc1)C(=O)N1CCOCCOCCOCCOCC1 (configuration not stated),-5,10%,1%,7,11%,8,1.8,1%,10%

# (more compounds)
SMILES,PI5P4K alpha inh,GLP-1R inv ag,PLK1 PBD inh,D3 ag,GLP1R cytotox,D3 antag,IL2 activator,GLP-1R agonist,WRN helicase inh
C=CCn1c(N2CCCCCC2)nc2c1c(=O)[nH]c(=O)n2C,x,-1%,-11%,-9,-23%,-19,-1.1,18%,-19%
Cc1ccccc1C(=O)N1CCN(c2ccc(NC(=O)c3ccc4c(c3)OCCO4)cc2)CC1,-5,u,1%,26,-38%,56,-0.6,-20%,6%
CC(=O)N1CCN=C1SCc1c(F)cccc1Cl,10,-4%,u,1,-10%,-2,-2.1,28%,0%
C(#Cc1ccc(C#CCN2CCCC2)cc1)CN1CCCC1,1,3.5µM*,2%,-10,u,12,3.0,6%,-3%
CC(C)c1nc(N2CCN(C(=O)c3ccccc3)CC2)c(C#N)c2c1COC(C)(C)C2,-1,-6%,-3%,0,0%,-28,-0.1,6%,5%
Cc1ccc(S(=O)(=O)N2CCCCC2)cc1C(=O)NC1CCCCC1,6,-16%,2%,-5,9%,4,-1.8,0%,-6%
COc1ccc(C2/C=C\CN(S(=O)(=O)c3cccc4cccnc34)CC(=O)N2Cc2ccc(F)cc2)cc1 (configuration not stated),-7,-14%,-14%,-7,1%,31,-0.4,-2%,-4%
COc1cc([N+](=O)[O-])ccc1NC(=O)COC(=O)C1=NN(c2ccccc2)C(=O)CC1,-1,1%,0%,-1,3%,12,-0.2,11%,-4%
CCCCn1nc2cc(C(=O)N(CC)c3ccc(OC)cc3)ccc2c1OCC,3,-22%,4%,18,0%,0,-0.2,-2%,7%
O=C1c2ccccc2C(=O)C1c1ccccc1F,14,12%,-13%,-13,-7%,-22,-4.7,1%,-1%
Cc1nc(SCC(=O)NCc2ccc3c(c2)OCO3)c(C#N)c2c1CCCC2,4,u,-24%,7,-13%,16,0.7,5%,1%
O=S(=O)(Nc1nc(-c2sccc2Cl)cs1)c1cc(Cl)ccc1Cl,-50*,u,17µM*,-11,u,-86*,-1.7,0%,u
Cc1ccc(N2CCN(S(=O)(=O)c3c(C)nc4scc(C)n4c3=O)CC2)c(C)c1,0,-5%,-8%,7,1%,9,-2.4,10%,-9%
COc1cc2cnc(-c3ccccc3)c(C(=O)c3ccc(F)cc3)c2cc1OC,1,u,-15%,19,16%,0,-3.7,u,-1%
COc1ccc(/C=C/c2cccc[n+]2C)c(O)c1,-2,-2%,24%,2,-10%,119,-0.6,-6%,14%
O=C1NC[C@H](c2ccccc2)N(CCc2cccc(F)c2)C1=O,-1,7%,4%,14,7%,17,0.8,11%,0%

# In the list so far, these have fluorine:
SMILES,PI5P4K alpha inh,GLP-1R inv ag,PLK1 PBD inh,D3 ag,GLP1R cytotox,D3 antag,IL2 activator,GLP-1R agonist,WRN helicase inh
CC(=O)Nc1ccc(NC(=O)c2cc(-c3ccc(F)cc3C)n[nH]2)cc1,-4,2%,-12%,-7,-15%,u,0.9,13%,-17%
O=C(c1cc(-c2ccc(F)cc2)no1)N1CCN(Cc2ccc3c(c2)OCO3)CC1,-7,-23%,-4%,-12,-3%,-23,-2.5,1%,3%
CC(=O)N1CCN=C1SCc1c(F)cccc1Cl,10,-4%,u,1,-10%,-2,-2.1,28%,0%
COc1ccc(C2/C=C\CN(S(=O)(=O)c3cccc4cccnc34)CC(=O)N2Cc2ccc(F)cc2)cc1 (configuration not stated),-7,-14%,-14%,-7,1%,31,-0.4,-2%,-4%
O=C1c2ccccc2C(=O)C1c1ccccc1F,14,12%,-13%,-13,-7%,-22,-4.7,1%,-1%
COc1cc2cnc(-c3ccccc3)c(C(=O)c3ccc(F)cc3)c2cc1OC,1,u,-15%,19,16%,0,-3.7,u,-1%
O=C1NC[C@H](c2ccccc2)N(CCc2cccc(F)c2)C1=O,-1,7%,4%,14,7%,17,0.8,11%,0%
